BRCA1 expr act – increases BRCA1 expression; MCF7-BRCA1-FFLuc reporter, luminescence, 48 h; response scale: scaled: vehicle 0%, 10 µM genistein 100%; Potency, µM (doses to about 46.1 µM), for the others: top-dose activation, usual class: activators; 1.1% of 380,000 active; AID 624202; also: nearly all actives have a fitted effect of over 80% in size; some results filed as inactive show a strong effect at the top dose
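Compounds are tested at multiple concentrations on MCF7 BRCA1-luciferase reporter cells seeded at 2000 per well; after 48 h, a single luminescence end-point is taken and curves fitted to the normalized data.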
RORg inh – blocks mouse ROR gamma transcriptional activity; 5.4% of 310,000 active; Potency, µM (series often up to 53.6 µM), without a hit: top-dose activity change, negative = inhibition, most hits filed as inhibitors; Drosophila S2 Gal4-RORgamma UAS-luciferase reporter, 20 h; also: % is scaled to controls: 0 for no effect and ±100 for the full control effect; nearly all actives have a fitted effect of over 60% in size
Target sequence (P51450 whole entry, looked up, the tested form may be a part): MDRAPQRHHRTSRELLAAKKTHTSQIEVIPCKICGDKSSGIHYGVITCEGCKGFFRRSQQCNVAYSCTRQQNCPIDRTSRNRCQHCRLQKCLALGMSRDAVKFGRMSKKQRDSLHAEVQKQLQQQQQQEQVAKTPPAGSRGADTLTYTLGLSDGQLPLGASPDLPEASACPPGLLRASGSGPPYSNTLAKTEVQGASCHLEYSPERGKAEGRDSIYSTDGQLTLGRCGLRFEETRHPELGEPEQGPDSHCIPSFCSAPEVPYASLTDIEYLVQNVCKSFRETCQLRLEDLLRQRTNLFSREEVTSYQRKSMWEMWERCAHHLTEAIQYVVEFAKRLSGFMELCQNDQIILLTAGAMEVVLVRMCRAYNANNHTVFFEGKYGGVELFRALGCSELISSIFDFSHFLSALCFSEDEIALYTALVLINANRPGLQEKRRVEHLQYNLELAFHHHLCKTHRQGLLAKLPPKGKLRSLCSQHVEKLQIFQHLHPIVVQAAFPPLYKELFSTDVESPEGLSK
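Compounds are pin-transferred onto Drosophila Schneider cells expressing a copper-inducible Gal4–ROR gamma transactivation domain fusion. After 1 hr, copper sulfate is added to 700 uM final; luciferase is read 20 hr later.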
Rab9 prom act – activators of Rab9 promoter. Huh7 Rab9 promoter-luciferase reporter, luminescence, 24 h. 2.8% of 320,000 active. Potency, µM (doses to about 9.22 µM), inactives show at the highest dose activation, negative = inhibition, usual class: activators; also: % of control where 0% means no effect; nearly all actives have a fitted effect of over 60% in size
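Stable Rab9-luc Huh7, 1500 cells/well, 2 h settle; cmpd in DMSO, 24 h, 37 °C/5% CO2; luciferase reagent 10 min RT; luminescence.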
Gal4-VP16 FLuc – Gal4-VP16 reporter inhibition counter-screen; AID 2546; 3.5% of 310,000 active; Drosophila S2 Gal4-VP16 UAS-luciferase, luminescence, 20 h; Potency, µM (top dose mostly 53.6 µM), for inactives: at the highest dose activity, negative = inhibition, most hits filed as inhibitors;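 also: Gal4-VP16 expression switched on by copper sulfate through the metallothionein promoter; % is scaled to controls: 0 for no effect and ±100 for the full control effect; nearly all actives have a fitted effect of over 50% in size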
MBNL1-CUG inh – blocks human MBNL1 binding to CUG repeat RNA | Q9NR56 | TR-FRET MBNL1-His/biotin-(CUG)12 binding, 665/545 ratio | Potency, µM (series often up to 57.5 µM), for inactives: at the highest dose activity change, negative = inhibition, hits mostly inhibitors | 0.036% of 280,000 active | AID 2675; active = well fitted inhibition curve with a large enough effect in the signal ratio, with a control signal flat, not every such curve was filed as active; inconclusive = small, poorly fitted or top-dose-only effect, or effect the other way, or a change in a side signal; inactive = no such curve, though single readings can be large or run the other way; the % refers to the signal ratio; also: % is scaled to controls: 0 for no effect and ±100 for the full control effect
Target sequence (Q9NR56 whole entry, looked up): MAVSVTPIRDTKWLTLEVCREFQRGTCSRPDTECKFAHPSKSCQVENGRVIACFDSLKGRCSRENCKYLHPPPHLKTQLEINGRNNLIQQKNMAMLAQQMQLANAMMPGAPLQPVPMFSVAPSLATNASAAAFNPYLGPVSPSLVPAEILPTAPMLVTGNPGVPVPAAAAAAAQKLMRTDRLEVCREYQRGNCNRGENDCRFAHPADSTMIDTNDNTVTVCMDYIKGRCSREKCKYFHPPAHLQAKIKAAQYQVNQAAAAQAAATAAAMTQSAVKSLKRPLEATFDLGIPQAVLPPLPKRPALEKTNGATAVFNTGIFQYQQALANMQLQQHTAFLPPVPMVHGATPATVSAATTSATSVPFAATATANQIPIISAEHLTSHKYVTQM
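Compound titration spanned 92 nM–58 uM against the MBNL1-His/biotin-(CUG)12 complex. After 60 min at room temperature with 5 nM streptavidin-XL665 and 0.055 ng/ul terbium anti-His, ratiometric 665/545 nm emission (Ex 340 nm) normalized to controls.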
FLuc counter – firefly luciferase modulation, counter-screen for miR-21 project; purified FLuc, Km substrates, luminescence inhibition; P08659; 6.9% of 360,000 active; Potency, µM (titrated, usually from 57.5 µM), inactives show top-dose activity change, negative = inhibition, most hits filed as inhibitors;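 also: plate controls were vehicle for no effect and reference inhibitor for full effect; nearly all actives have a fitted effect of over 55% in size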
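Purified P. pyralis luciferase, 10 nM final, with Km-level 10 uM D-luciferin and 10 uM ATP in 50 mM Tris acetate pH 7.5, 10 mM Mg acetate, 0.01% Tween-20, 0.05% BSA; 6-point qHTS titration about 60 µM downward; luminescence read.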
NPC1 prom act – activates the NPC1 promoter | AID 485313 | 2.4% of 320,000 active | Huh7 NPC1 promoter luciferase reporter, 24 h | Potency, µM (top dose mostly 9.22 µM), inactives show top-dose activation, hits mostly activators;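 also: % of control where 0% means no effect; nearly all actives have a fitted effect of over 60% in size; reporter is driven by a mutant NPC1 promoter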
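Cells: Huh7 expressing luciferase under the NPC1 promoter, 1500/well. Seeded 2 h, compound added, incubated 24 h at 37 °C. Luciferase reagent, 10 min ambient, then luminescence.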
uPA surface inh – cell surface uPA generation inhibition; cell surface uPA generation assay, qHTS; Potency, µM (series often up to 38.3 µM), for inactives: top-dose activity change, negative = inhibition, most hits filed as inhibitors; 0.31% of 330,000 active; active = well fitted inhibition curve with a large enough effect; inconclusive = small, poorly fitted or top-dose-only effect; inactive = no such curve, though single readings can be large or run the other way; tested in mouse RAW 264.7 cells; also: % is scaled to controls: 0 for no effect and ±100 for the full control effect; nearly all actives have a fitted effect of over 55% in size
p53 reactivator – mutant p53 re-activation in reporter cells; Potency, µM (doses to about 92.2 µM), without a hit: top-dose activity change, positive = activation, hits mostly activators; H1299 p53-A138V BP100-luciferase reporter, luminescence, 24 h; 0.063% of 320,000 active; AID 504706; also: % of control where 0% means no effect; nearly all actives have a fitted effect of over 45% in size
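p53-null H1299 cells stably carrying temperature-sensitive p53-A138V and a BP100-luciferase reporter were pinned with compounds (4-point, 1:5 series) and held 24 hrs at 37 deg C. Luminescence was read 10 min after detection reagent.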
ELG1 genotoxic – induces genotoxicity in HEK293T cells with luciferase-tagged ELG1; HEK293T ELG1-luciferase reporter, luminescence, 16 h; Potency, µM (series often up to 46 µM), for the others: at the top dose activity change, positive = activation, most hits filed as activators; 1.3% of 330,000 active; AID 504466; also: % of control where 0% means no effect; nearly all actives have a fitted effect of over 60% in size
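Genotoxic stress is detected as increased luminescence from luciferase-tagged ELG1 in HEK293T cells, measured with ONE-Glo after a 16 hr treatment at 37 °C.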
An asterisk follows results filed as active; ? = inconclusive; / = no result given; [ ] = another dose, or the depositor's remark. Unless noted, calls follow the shape of the dose curve; as a rule, active = well fitted curve in the direction sought with a large enough effect; inconclusive = small, poorly fitted or top-dose-only effect, or another doubt; inactive = no such curve, though single readings can be large; an effect the other way counts as inactive or inconclusive. Potency is read from the fitted curve at half-maximal effect.

Below each compound – BRCA1 expr act	RORg inh	Rab9 prom act	Gal4-VP16 FLuc	MBNL1-CUG inh	FLuc counter	NPC1 prom act	uPA surface inh	p53 reactivator	ELG1 genotoxic
> c1csc(-c2nnc(-c3ccc(N4CCOCC4)cc3)o2)c1
  -11%	?	0.63µM*	?	17%	1.2µM*	0.35µM*	-11%	4%	1.3µM*
> N/C(COc1ccccc1)=N\NS(=O)(=O)c1ccccc1
  2%	-13%	1%	13%	2%	-2%	0%	2%	-3%	0%
> CC(C)(C)c1ccc(Oc2ccc(NC(=O)CCCC(=O)O)cn2)cc1
  0%	24%	-3%	3%	/	?	-9%	1%	3%	0%
> O=C(COc1ccc(Cl)cc1Cl)NCC1(N2CCOCC2)CCCCC1
  -63%	/	/	/	/	/	/	0%	-3%	-5%
> CCCCNC(=O)CCCn1c(=O)[nH]c2ccc(Br)cc2c1=O
  4%	13%	1%	1%	-6%	-1%	0%	-2%	1%	-1%
> COc1ccc(CN(C)c2nc(-c3cccnc3)nc3ccccc23)cc1OC
  /	-17%	-17%	3%	63%[activator]	0%	-9%	/	5%	-1%
> CCOC(=O)C1=C(C)NC(=O)C1CC(=O)Nc1ccccc1 (stereo unspecified)
  /	32%	9%	?	?	?	8%	/	?	0%
> CCCCCc1cc(=O)c2ccccc2o1
  39%	/	/	/	/	/	/	-34%	9%	13%
> CCOc1ccc(CCNC(=O)Nc2cccc(OC)c2)cc1OCC
  -8%	3%	5%	16%	-8%	-2%	-1%	3%	-2%	1%
> CCOC(=O)C(N)CSC1CC(=O)N(c2ccc(OC)cc2)C1=O (stereo unspecified)
  0%	/	-6%	/	-1%	0%	4%	9%	/	3%
> CC(=O)Nc1ccc(S(=O)(=O)NCc2ccc(C(=O)NC(C)c3ccccc3)cc2)cc1 (stereo unspecified)
  -2%	1%	-4%	8%	1%	-2%	0%	4%	-4%	-2%
> CCOC(=O)N1CCC(NC(=O)C2=CCN(S(=O)(=O)c3ccc(OC)cc3)CC2)CC1
  -2%	10%	-12%	-1%	-1%	-3%	1%	3%	-3%	-9%
> COC(=O)c1c(NC(=O)COC(=O)c2ccc(C)s2)sc2c1CCCCC2
  -1%	20%	-3%	-10%	-14%	5%	-7%	4%	4%	2%
> CCN(CC#CCC(O)(c1ccccc1)C1CCCC1)C(C)C (stereo unspecified)
  -12%	-1%	18%	-5%	7%	3%	0%	10%	5%	1%
> O=C(/C=C/c1ccc(Cl)cc1)NC1CC2CCC1C2 (stereo unspecified)
  ?	27%	11%	9%	10%	24µM*	7%	8%	-3%	?
> COc1ccc(C(C)(C)C)cc1NC(=O)COC(=O)C(C)C
  2%	3%	2%	6%	-1%	?	-6%	1%	1%	1%
> CCC(O)(CCN1CCCCC1)c1ccccc1 (stereo unspecified)
  -5%	0%	-7%	-6%	9%	1%	1%	0%	-13%	0%
> CCOC(=O)c1cc(-c2ccccc2)sc1NC(=O)C(C)OC(=O)c1cccnc1Cl (stereo unspecified)
  -23%	28%	-5%	-3%	0%	-1%	-1%	4%	1%	-2%
> Cc1cc(SCC(=O)OCC(=O)N2CCN(C(=O)c3ccco3)CC2)c(C)cc1Br
  1%	15%	0%	?	3%	-9%	1%	9%	-13%	0%
> CN(C(=O)C1CCC(=O)N(C2CC2)C1)C1CCCCC1 (stereo unspecified)
  -1%	-13%	18%	3%	-5%	5%	3%	1%	-6%	-2%
> Cn1c(Cc2c[nH]c3ccccc23)n[nH]c1=S
  -25%	-19%	-2%	6%	1%	-16%	6%	0%	4%	-7%
> CC(Sc1nnc2ccccn12)C(=O)Nc1ccc2c(c1)OCO2 (stereo unspecified)
  2%	6%	4%	-10%	-10%	-19%	0%	0%	1%	7%
> CCOc1cc(/C=N/Nc2ccccc2Cl)ccc1OCC(=O)O
  37%	45%	0%	-4%	10%[11.5 µM]	21µM*	12%	2%	19%	?
> CCCN1CCN(C(=O)Cn2cccc2C(=O)c2ccccc2)CC1
  -5%	-16%	-1%	2%	11%	-8%	-4%	3%	15%	-4%
> COc1ccccc1Oc1ccc(S(=O)(=O)N2CCCC2)cc1
  -6%	-27%	-1%	6%	5%	-4%	9%	/	10%	-2%
> COc1cccc(/C=C(\C#N)c2nc3ccc(C)cc3[nH]2)c1OCC(=O)O
  0%	/	-2%	/	2%	?	-1%	22%	/	2%
> O=C(CN1C(=O)C2C3C=CC(C3)C2C1=O)Nc1nc(-c2ccccn2)cs1 (stereo unspecified)
  -37%	0%	-7%	0%	-4%	-4%	-1%	-10%	3%	-2%
> CC(NC(=O)c1ccccc1)C(=O)OCC(=O)N1c2ccccc2Sc2ccccc21 (stereo unspecified)
  -7%	19%	-3%	-3%	4%	-1%	1%	1%	1%	1%
> Cc1cc(NC(=O)CSc2nnc(COc3ccccc3)n2Cc2ccco2)no1
  14%	-1%	-4%	-5%	1%	11%	0%	-5%	6%	4%
> CC(C)CNS(=O)(=O)c1ccc(OCC(=O)NCC2CCCO2)c(Cl)c1 (stereo unspecified)
  -20%	47%	-6%	0%	-16%	-2%	-1%	3%	-7%	-2%
> NS(=O)(=O)c1ccc(CCNS(=O)(=O)c2cccc3cccnc23)cc1
  0%	4%	-1%	2%	-1%	0%	2%	-7%	-1%	-1%
> COc1cc(C)c(CN2CCC(n3nccc3NC(=O)C3CCOC3)CC2)cc1C (stereo unspecified)
  0%	-3%	3%	2%	0%	-1%	-5%	-15%	1%	3%
> Cc1ccc2c(c1)CCCN2C(=O)c1cc(C)on1
  -21%	-2%	-3%	-4%	3%	6%	-3%	5%	11%	7%
> COc1ccc(NC(=O)C(=O)NCCN2CCN(C(=O)c3ccco3)CC2)cc1
  -22%	3%	3%	6%	/	1%	-12%	10%	-3%	-3%
> COc1ccc(Br)cc1/C=C(\C(=O)O)c1ccc(S(=O)(=O)N2CCCCC2)s1
  -3%	/	-7%	/	/	/	0%	1%	/	/
> CCOC(=O)C1(Cc2ccc(OC)cc2)CCN(C(=O)CCc2cccnc2)CC1
  14%	26%	-1%	-8%	2%	?	-13%	-2%	0%	-5%
> CSc1ccc(CN2CCCN(C)CC2)cc1
  0%	-15%	-2%	5%	-1%	0%	0%	-7%	/	-2%
> Cc1cccc(N2CCN(C(=S)Nc3ccc4nc5n(c(=O)c4c3)CCCCC5)CC2)c1C
  -55%	35%	0%	-7%	-8%	-6%	0%	-14%	6%	10%
> O=C(CSc1nc2ccccc2s1)c1ccc(O)cc1O
  ?	?	0%[1.84 µM]	?	3%	13µM*	?	15%	?	10%
> c1ccc(C(c2nnnn2C2CCCC2)N2CCN(c3ccccc3)CC2)cc1 (stereo unspecified)
  -3%	15%	-3%	-2%	1%	?	-6%	1%	0%	-8%
> CCC1Oc2ccc(C)cc2N(CC(=O)N(Cc2cccnc2)Cc2cccc(F)c2)C1=O (stereo unspecified)
  -28%	?	2%	-5%	-3%	2%	-3%	6%	-18%	-3%
> O=c1[nH]c(C2CCCN(S(=O)(=O)c3ccccc3)C2)nc2c1nnn2Cc1ccccc1 (stereo unspecified)
  -22%	-29%	-2%	-11%	-11%	0%	0%	/	-10%	3%
> Fc1ccc2c(c1)C1OCCCC1C(c1ccccc1)N2 (stereo unspecified)
  -54%	19%	-1%	0%	-7%	1%	0%	-3%	/	1%
> O=c1ccc2cc(S(=O)(=O)N3CCOCC3)ccc2o1
  7%	36%	2%	14%	10%	9%	-4%	6%	7%	0%
> COc1ccc(S(=O)(=O)N2CCOCC2)cc1NC(=O)CSc1nnc(C2CC2)n1C1CC1
  7%	/	-1%	/	/	-3%	-2%	0%	-12%	0%
> Cc1noc(C)c1S(=O)(=O)Nc1ccc(C(=O)NC2CCCCC2C)cc1 (stereo unspecified)
  -30%	12%	4%	-17%	2%	-1%	-2%	3%	-8%	-6%
> NC(=O)c1cc(-c2ccncc2)nc2ccc(Cl)cc12
  -17%	13%	-7%	-5%	?	?	-6%	-3%	3%	-9%

Some of the entries above, reformatted.
> NS(=O)(=O)c1ccc(CCNS(=O)(=O)c2cccc3cccnc23)cc1
- BRCA1 expr act: 0%
- RORg inh: 4%
- Rab9 prom act: -1%
- Gal4-VP16 FLuc: 2%
- MBNL1-CUG inh: -1%
- FLuc counter: 0%
- NPC1 prom act: 2%
- uPA surface inh: -7%
- p53 reactivator: -1%
- ELG1 genotoxic: -1%
> O=C(COc1ccc(Cl)cc1Cl)NCC1(N2CCOCC2)CCCCC1
- BRCA1 expr act: -63%
- RORg inh: /
- Rab9 prom act: /
- Gal4-VP16 FLuc: /
- MBNL1-CUG inh: /
- FLuc counter: /
- NPC1 prom act: /
- uPA surface inh: 0%
- p53 reactivator: -3%
- ELG1 genotoxic: -5%

Compound activity deposited in PubChem BioAssay by National Center for Advancing Translational Sciences (NCATS).
